SUMO1-SIM PPI: alters human SUMO1 binding to SIM partners; inhibition, % at 20 µM; AID 602429; 360,000 tested, 0.33% active; SUMO1 binding to a labelled peptide, TR-FRET, 1 h; in the data active means inhibition above about 37%
Target sequence (P63165 whole entry, looked up): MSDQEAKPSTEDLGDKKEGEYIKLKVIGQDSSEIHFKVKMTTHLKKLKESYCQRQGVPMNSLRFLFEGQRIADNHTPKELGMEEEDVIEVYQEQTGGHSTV
Rpn11 block: Rpn11 (human) deubiquitinase inhibition; O00487; human 26S proteasome, Ub4-pepOG fluorescence polarization; 20S core pre-blocked with epoxomicin; calls only at 20 µM; 360,000 tested, 0.59% active;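 active means inhibition at 20 µM, scaled to each plate's controls, above about 33%, limit read from the data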
Scp-1 inhibitor: Scp-1 (human) phosphatase inhibition; Q9GZU7; Recombinant Scp1, phosphopeptide, malachite green phosphate absorbance; inhibition, % at 20 µM; 340,000 tested, 0.88% active; AID 493091;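 active means inhibition above about 50% at 20 µM, limit read from the data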;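 further: plate controls were DMSO wells with enzyme for no effect and wells lacking enzyme for full effect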
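Material: truncated SCP-1 phosphatase (76-261aa) / Buffer or medium: 50 mM Tris acetate pH 5.5, 0.005% Tween-20, 10 mM MgCl2 / Compound dosing: one concentration, 20 µM, with 1.0% DMSO / Incubation: 45 min room-temperature reaction, 5 min colour, 30 min stabiliser / Detection: colorimetric free-phosphate detection, absorbance 630 nm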
NadD block: inhibitors of Staphylococcus aureus NadD. purified NadD enzyme, colorimetric absorbance read-out. inhibition, % at 20 µM. 360,000 tested, 0.78% active; in the data active means inhibition above about 26%; further: some compounds past the cut are filed as inactive
CSN inh: inhibitors of human CSN-mediated cullin deneddylation. AID 651999. 360,000 tested, 0.38% active. inhibition, % at 12.5 µM. Purified CSN, SCF-Nedd8-OG deneddylation, fluorescence polarization;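 active means pattern-corrected inhibition above about 35%, with an unprinted fluorescence ratio check between 0.5 and 1.5, limit read from the data, passing the limit was not always enough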;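 further: 0% = enzyme with substrate and 100% = substrate without enzyme; some results filed as inactive read as strong as hits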
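Assay system: purified human Csn5 enzyme expressed in HEK293T cells; measure: % inhibition; also added: SCFSkp2-Nedd8OG substrate at 10 nM final; technique: fluorescence polarization; times: reaction 90 min, room temperature; medium: Tris buffer pH 7.5, NaCl, DTT, Tween-20, trehalose, ovalbumin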
STEP block: STEP (human) phosphatase inhibition | P54829 | recombinant STEP, OMFP fluorogenic substrate, fluorescence | inhibition, % at 20 µM | 360,000 tested, 0.25% active;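 active means inhibition at 20 µM, scaled per plate between control wells, above about 37%, limit read from the data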;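 further: 0% = DMSO with enzyme and substrate and 100% = substrate only without enzyme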
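System: STEP (striatal-enriched tyrosine phosphatase) enzyme, cell-free; medium: Bis-Tris pH 6.0 buffer with DTT, detergent; dosing: 20 µM, 1% DMSO; times: reaction 20 min, ambient temperature; detection: fluorescence, 480/540 nm; read-out basis: normalized % inhibition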
LMPTP inh: blocks human LMPTP phosphatase; P24666; recombinant LMPTP-A, OMFP fluorogenic substrate, fluorescence intensity; inhibition, % at 20 µM; 360,000 tested, 0.22% active; AID 651560;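 active means compounds that cut the enzyme signal by at least half of the control window in the single-dose screen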;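 further: plate controls were DMSO wells with enzyme plus substrate for no effect and substrate without enzyme for full effect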
Target sequence (P24666 whole entry, looked up): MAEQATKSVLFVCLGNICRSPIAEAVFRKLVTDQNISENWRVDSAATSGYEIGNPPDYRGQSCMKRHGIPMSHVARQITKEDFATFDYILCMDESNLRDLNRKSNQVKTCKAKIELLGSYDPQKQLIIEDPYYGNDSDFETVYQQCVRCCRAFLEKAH
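material = LMPTP-A | quantity = 0.625 nM enzyme | reagent = OMFP substrate, 400 µM final | buffer or medium = Bis-Tris pH 6.0, DTT, detergent | detection = endpoint fluorescence intensity from OMFP dephosphorylation | dosing = single 20 µM dose | read-out basis = % inhibition relative to no-enzyme and uninhibited control wells | control set = no-enzyme and uninhibited controls | timing = 50 min at room temperature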
Rin1 Abl inh: inhibitors of human Rin1-Abl protein interaction. inhibition, % at 7.35 µM. 360,000 tested, 0.4% active. TR-FRET Rin1/Abl binding, biochemical; in the data active means inhibition above about 5%, passing the limit was not always enough
Neddylation inh: inhibitors of human cullin neddylation. TR-FRET cullin neddylation, biochemical. 360,000 tested, 0.58% active. P61081+Q13564. calls only at 25 µM; in the data active means inhibition above about 36%
Target sequence (P61081 whole entry, looked up): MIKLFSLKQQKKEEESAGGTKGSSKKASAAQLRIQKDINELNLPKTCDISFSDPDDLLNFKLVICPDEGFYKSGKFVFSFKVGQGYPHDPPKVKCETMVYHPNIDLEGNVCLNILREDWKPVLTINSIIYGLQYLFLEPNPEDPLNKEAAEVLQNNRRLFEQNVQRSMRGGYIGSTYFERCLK
Target sequence (Q13564 whole entry, looked up): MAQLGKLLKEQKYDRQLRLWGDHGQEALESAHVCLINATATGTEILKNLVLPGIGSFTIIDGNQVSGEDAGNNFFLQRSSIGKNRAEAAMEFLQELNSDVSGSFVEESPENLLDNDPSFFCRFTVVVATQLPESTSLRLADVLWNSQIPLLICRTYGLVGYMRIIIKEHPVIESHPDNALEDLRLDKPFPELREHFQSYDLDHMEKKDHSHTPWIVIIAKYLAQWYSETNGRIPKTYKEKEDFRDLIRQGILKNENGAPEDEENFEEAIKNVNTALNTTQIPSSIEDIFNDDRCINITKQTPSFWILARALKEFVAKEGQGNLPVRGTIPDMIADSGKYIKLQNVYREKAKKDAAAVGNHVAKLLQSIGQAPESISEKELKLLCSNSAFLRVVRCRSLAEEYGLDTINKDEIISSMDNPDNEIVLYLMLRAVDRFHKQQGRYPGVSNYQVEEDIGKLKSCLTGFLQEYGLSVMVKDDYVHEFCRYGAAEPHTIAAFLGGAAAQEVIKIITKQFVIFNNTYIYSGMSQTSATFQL
DNMT1 block: DNMT1 (human) enzyme inhibition; P26358; 360,000 tested, 0.83% active; DNMT1 molecular beacon, Hinp1I cleavage, fluorescence; AID 588458; inhibition (reported as % activation of signal), % at 10 µM; in the data active means inhibition above about 50%
* hit, by the source's call; i = inactive; x = not tested or not shown; + = active, no number.

SMILES	SUMO1-SIM PPI	Rpn11 block	Scp-1 inhibitor	NadD block	CSN inh	STEP block	LMPTP inh	Rin1 Abl inh	Neddylation inh	DNMT1 block
COCCNCC(O)CON=C1c2ccccc2-c2ccccc21 (stereo not drawn)	-7	i	-6	-10	8	-4	0.0	0	i	4
Cc1ccc2[nH]c(C)c(CCN(Cc3cccnc3)C(=S)NC(C)(C)C)c2c1	8	i	-9	-6	2	1	0.0	-1	i	-1
COc1ccccc1NC(=O)CN1CCN(C(=O)c2ccco2)CC1	-3	i	-3	3	-2	2	-0.9	2	i	-1
CCOC(=O)C1=C(CC)OC(N)=C(C#N)C1c1ccc(OC)cc1OC (stereo not drawn)	-3	i	-5	2	-2	-1	-0.1	-3	i	-3
COc1ccc(OCc2nnc(SC3CCOC3=O)n2-c2ccccc2)cc1 (stereo not drawn)	-2	i	-7	1	2	-2	-2.2	2	i	-2
Cc1cccc(N(C(=O)Cn2nnc(-c3ccccc3F)n2)C(C(=O)NC(C)(C)C)c2ccncc2)c1 (stereo not drawn)	3	i	-5	6	0	-4	0.7	-2	i	16
C=CCN(CC(=O)NCc1ccccc1)C(=O)c1csnn1	-1	i	-5	4	2	-2	0.0	-6	i	-2
O=C(NCc1ccccc1)C1CCCN(S(=O)(=O)c2ccc(Br)cc2)C1 (stereo not drawn)	0	i	-7	-10	4	0	1.2	1	i	-3
COc1cccc(C(=O)NCCS(=O)(=O)N2CCN(C(=O)c3ccco3)CC2)c1	-7	i	7	-7	8	-1	0.7	4	i	-6
COc1ccccc1-n1cnc2cc(C(=O)NCC3CCCO3)ccc21 (stereo not drawn)	0	i	20	-2	2	2	-1.8	2	i	1
CC(C)OC(=O)c1c(F)c(F)c(N2CCOCC2)c(F)c1F	1	i	-2	4	0	0	-0.4	-1	i	-2
CN(C)NC(=S)NC1(C)CCS(=O)(=O)C1 (stereo not drawn)	-2	i	-10	-4	-3	1	-0.9	-1	i	-2
C=CCOc1ccc(CNc2ccc(NC(=O)CCC)cc2)cc1OCC	-4	i	-11	-2	7	-2	-2.0	1	i	-27
CCOC(=O)c1cc2c(ccn2C)n1CC(=O)N1CCN(c2ccccc2)CC1	-9	i	-5	0	4	2	1.5	0	i	-5
CCCCN1C(=O)CC(Sc2ncccc2C(=O)O)C1=O (stereo not drawn)	-4	i	7	-2	5	-1	-0.7	2	i	6
NC1=NC[C@@H](Cc2ccc(O)cc2)N1CCc1cccc2ccccc12	-17	i	1	-6	-3	0	1.3	1	i	13
CCCCOc1ccc(Cc2n[nH]c(=S)n2N)cc1	0	i	0	4	2	2	3.8	0	i	-6
Cc1cccc(C(=O)Nc2ccc3c(c2)C(=O)NC3=O)c1	-11	i	6	-2	7	-2	-19	0	x	5
N#CCOC(=O)c1c2c(nc3ccccc13)CCC2	-4	i	-8	-4	-1	-2	0.7	0	i	-2
COc1ccc2[nH]c(C(=O)O)c(CCNC(=O)/C=C/c3ccc(O)c(OC)c3)c2c1	-5	i	-2	-5	0	1	-1.0	2	i	-1
CCC1=Nc2cc(C(=O)O)ccc2Sc2ccc(Cl)cc21	5	i	-9	4	12	1	0.9	-1	i	3
CNc1nc(Cl)c(SC)c(NCc2ccc(F)cc2)n1	3	i	-7	-9	1	-2	1.4	3	i	1
CCCCn1c2nc3ccccc3nc2c2c(=O)n(CC(C)C)cnc21	-17	i	2	-1	-4	1	0.2	-2	+	2
O=C(NC(c1ccc(Cl)cc1)c1cnccn1)C1CCN(CCOc2ccc(F)cc2)CC1 (stereo not drawn)	2	i	x	-3	-1	-3	-2.0	4	i	4
CCNc1nc(CC)nc2c1oc1ccccc12	-1	i	-1	-9	-4	0	-0.2	-2	i	-2

Two entries from above, with two lines to a compound:
Order of values – SUMO1-SIM PPI, Rpn11 block, Scp-1 inhibitor, NadD block, CSN inh, STEP block, LMPTP inh, Rin1 Abl inh, Neddylation inh, DNMT1 block
- O=C(NCc1ccccc1)C1CCCN(S(=O)(=O)c2ccc(Br)cc2)C1 (stereo not drawn)
→ 0, i, -7, -10, 4, 0, 1.2, 1, i, -3
- Cc1cccc(N(C(=O)Cn2nnc(-c3ccccc3F)n2)C(C(=O)NC(C)(C)C)c2ccncc2)c1 (stereo not drawn)
→ 3, i, -5, 6, 0, -4, 0.7, -2, i, 16

The listing picks up, repeating the 7 entries before the break.
SMILES	SUMO1-SIM PPI	Rpn11 block	Scp-1 inhibitor	NadD block	CSN inh	STEP block	LMPTP inh	Rin1 Abl inh	Neddylation inh	DNMT1 block
N#CCOC(=O)c1c2c(nc3ccccc13)CCC2	-4	i	-8	-4	-1	-2	0.7	0	i	-2
COc1ccc2[nH]c(C(=O)O)c(CCNC(=O)/C=C/c3ccc(O)c(OC)c3)c2c1	-5	i	-2	-5	0	1	-1.0	2	i	-1
CCC1=Nc2cc(C(=O)O)ccc2Sc2ccc(Cl)cc21	5	i	-9	4	12	1	0.9	-1	i	3
CNc1nc(Cl)c(SC)c(NCc2ccc(F)cc2)n1	3	i	-7	-9	1	-2	1.4	3	i	1
CCCCn1c2nc3ccccc3nc2c2c(=O)n(CC(C)C)cnc21	-17	i	2	-1	-4	1	0.2	-2	+	2
O=C(NC(c1ccc(Cl)cc1)c1cnccn1)C1CCN(CCOc2ccc(F)cc2)CC1 (stereo not drawn)	2	i	x	-3	-1	-3	-2.0	4	i	4
CCNc1nc(CC)nc2c1oc1ccccc12	-1	i	-1	-9	-4	0	-0.2	-2	i	-2
CCOc1ccc(C(=O)N2CCc3cc(OC)c(OC)cc3C2)cc1OCC	3	i	-9	1	-1	-3	-0.7	5	i	-10
CCCCc1ccc(NC(=S)Nc2cccnc2)cc1	-2	i	-3	-6	-2	-2	-3.0	0	i	3
Cc1ccc(NC(=O)OCc2cn(-c3ccc(Cl)cc3)nn2)cc1	1	i	-11	2	0	-1	0.8	1	i	8
O=C(CSc1ncnc2ccccc12)Nc1ccc2c(c1)OCO2	3	i	1	-3	-1	0	-1.1	0	i	-6
CN1CCN(C(=O)c2cc(COc3ccccc3)on2)[C@@H](c2ccccc2)C1	-5	i	-5	-2	4	-3	0.1	0	i	-2
CC1=C(C)C(OCCCl)N(c2cc(O)c(Cl)cc2F)C1=O (stereo not drawn)	-2	i	-8	2	1	-3	-0.7	-1	i	0
CN(C(=O)CSc1nc2ccc(Br)cc2c(=O)n1Cc1ccco1)C1CCS(=O)(=O)C1 (stereo not drawn)	-1	i	-7	-7	-1	-3	0.7	-2	i	1
CC1SCC(=O)N(CC(=O)Nc2ccc3c(c2)OCO3)C1=O (stereo not drawn)	0	i	-3	-4	-3	-4	-2.6	1	i	4
CCOC(=O)C1=C(COC(=O)CNC(=O)c2cccc(C)c2)NC(=O)NC1C (stereo not drawn)	6	i	-1	-1	-3	-1	-0.1	-5	i	2
O=C(Cc1ccc(Cl)cc1)Nc1cccc(-c2nnc(-c3ccco3)o2)c1	1	i	7	5	16	0	1.1	2	i	38
c1ccc(N2CCN(c3nnc(Cc4cccnc4)c4ccccc34)CC2)nc1	1	i	-8	-3	5	-2	5.7	-1	i	2
c1ccc(CN=C2NN=C(c3cc4ccccc4o3)CS2)cc1	-5	i	1	2	-5	0	-0.3	0	i	-4
COc1ccc(OC)c(C(=O)Nc2c(O)ccc3ccccc23)c1	-4	i	-4	-9	0	-2	0.7	-2	i	-14
C=CCn1c(SCC(=O)Nc2ccccc2)nc2scc(-c3cccs3)c2c1=O	-5	i	-12	5	0	1	4.0	3	i	-3
Nc1nonc1C(=O)N/N=C\c1cc2c(cc1Cl)OCO2	2	i	48	4	1	5	16	0	i	20
CCN(CC)C(=O)CSc1ncnc2sc(-c3ccccc3)cc12	-23	i	-9	2	2	0	0.0	-1	i	-3
COc1ccc(C(=O)NCc2ccc3c(c2)OCO3)c(OC)c1	1	i	-6	-2	1	-2	-0.3	2	i	1
O=Cc1c(Cl)nc2ccccn2c1=O	-7	i	8	-8	6	1	-0.7	-2	i	3
CC(=O)Nc1ccc(S(=O)(=O)NCC(=O)OCC(=O)N2CC(C)OC(C)C2)cc1 (stereo not drawn)	10	i	-5	1	5	2	-0.3	1	i	-2
Clc1ccccc1/C=C/C=N/Nc1nc(N2CCOCC2)nc(N2CCOCC2)n1	-21	i	-2	1	-3	1	1.4	0	i	-2
O=C(NCCCN1CCOCC1)C(=O)N/N=C/c1ccccc1	-1	i	-4	-2	3	-1	-0.5	2	i	2
O=C(O)C1=C[C@H](c2csc3ccccc23)C[C@H](OCCCCO)O1	0	i	-4	2	6	2	0.5	1	i	6
Cc1onc(-c2c(F)cccc2Cl)c1C(=O)OCC(=O)N(C)c1ccccc1	-1	i	x	-1	5	-2	1.0	-1	i	1
COc1ccc(OCc2ccc(/C=N\NC(=O)c3sccc3C)o2)cc1	-30	i	-8	2	3	0	3.6	-2	i	-2
COc1ccc(C(=O)Nc2ccc(C)cn2)cc1S(=O)(=O)N1CCCc2ccccc21	-3	i	2	2	0	1	1.4	3	i	1

3 compounds from above, arranged by count of non-hydrogen atoms, high to low:
SMILES	SUMO1-SIM PPI	Rpn11 block	Scp-1 inhibitor	NadD block	CSN inh	STEP block	LMPTP inh	Rin1 Abl inh	Neddylation inh	DNMT1 block
c1ccc(N2CCN(c3nnc(Cc4cccnc4)c4ccccc34)CC2)nc1	1	i	-8	-3	5	-2	5.7	-1	i	2
Cc1onc(-c2c(F)cccc2Cl)c1C(=O)OCC(=O)N(C)c1ccccc1	-1	i	x	-1	5	-2	1.0	-1	i	1
COc1ccc(C(=O)NCc2ccc3c(c2)OCO3)c(OC)c1	1	i	-6	-2	1	-2	-0.3	2	i	1

Continuation:
SMILES	SUMO1-SIM PPI	Rpn11 block	Scp-1 inhibitor	NadD block	CSN inh	STEP block	LMPTP inh	Rin1 Abl inh	Neddylation inh	DNMT1 block
Cc1ccc(N2CC(C(=O)Nc3ccc(S(=O)(=O)Nc4nccs4)cc3)CC2=O)cc1 (stereo not drawn)	3	i	-7	2	-2	1	0.8	3	i	-2
CC(C)n1cnc2c(NCc3ccc(S(N)(=O)=O)cc3)nc(NCc3ccc(S(N)(=O)=O)cc3)nc21	5	i	0	-2	-1	1	1.1	1	i	-3
Cc1nnc(C)n1/N=C/c1cccn1C	1	i	-2	2	-2	-18	0.5	-2	i	-1
CCc1ccc2c(CN3CCN(Cc4ccccc4)CC3)cc(=O)oc2c1	4	i	-5	-7	0	-2	0.3	1	i	0
COc1ccc(-c2csc(NC(=O)C3CCN(c4ncnc5sc(C)c(C)c45)CC3)n2)cc1OC	10	i	8	9	3	-2	3.6	-3	i	-8
O=c1[nH]c(=O)n(Cc2ccco2)c2c1C(C(F)(F)F)(C(F)(F)F)N=C(CCc1ccccc1)N2	-1	i	2	-5	-2	-2	-0.4	0	i	7

From PubChem BioAssay

Random draw from the library, and some 3.8% of all compounds hit somewhere here.
